NSD2 HMT inh = inhibitors of human histone methyltransferase NSD2; 310,000 tested, 0.54% active; NSD2 peptide methylation, AlphaScreen, 120 min; O96028; inhibition, % at 12.5 µM; in the data active means inhibition above about 50%
Target sequence (O96028 whole entry, looked up): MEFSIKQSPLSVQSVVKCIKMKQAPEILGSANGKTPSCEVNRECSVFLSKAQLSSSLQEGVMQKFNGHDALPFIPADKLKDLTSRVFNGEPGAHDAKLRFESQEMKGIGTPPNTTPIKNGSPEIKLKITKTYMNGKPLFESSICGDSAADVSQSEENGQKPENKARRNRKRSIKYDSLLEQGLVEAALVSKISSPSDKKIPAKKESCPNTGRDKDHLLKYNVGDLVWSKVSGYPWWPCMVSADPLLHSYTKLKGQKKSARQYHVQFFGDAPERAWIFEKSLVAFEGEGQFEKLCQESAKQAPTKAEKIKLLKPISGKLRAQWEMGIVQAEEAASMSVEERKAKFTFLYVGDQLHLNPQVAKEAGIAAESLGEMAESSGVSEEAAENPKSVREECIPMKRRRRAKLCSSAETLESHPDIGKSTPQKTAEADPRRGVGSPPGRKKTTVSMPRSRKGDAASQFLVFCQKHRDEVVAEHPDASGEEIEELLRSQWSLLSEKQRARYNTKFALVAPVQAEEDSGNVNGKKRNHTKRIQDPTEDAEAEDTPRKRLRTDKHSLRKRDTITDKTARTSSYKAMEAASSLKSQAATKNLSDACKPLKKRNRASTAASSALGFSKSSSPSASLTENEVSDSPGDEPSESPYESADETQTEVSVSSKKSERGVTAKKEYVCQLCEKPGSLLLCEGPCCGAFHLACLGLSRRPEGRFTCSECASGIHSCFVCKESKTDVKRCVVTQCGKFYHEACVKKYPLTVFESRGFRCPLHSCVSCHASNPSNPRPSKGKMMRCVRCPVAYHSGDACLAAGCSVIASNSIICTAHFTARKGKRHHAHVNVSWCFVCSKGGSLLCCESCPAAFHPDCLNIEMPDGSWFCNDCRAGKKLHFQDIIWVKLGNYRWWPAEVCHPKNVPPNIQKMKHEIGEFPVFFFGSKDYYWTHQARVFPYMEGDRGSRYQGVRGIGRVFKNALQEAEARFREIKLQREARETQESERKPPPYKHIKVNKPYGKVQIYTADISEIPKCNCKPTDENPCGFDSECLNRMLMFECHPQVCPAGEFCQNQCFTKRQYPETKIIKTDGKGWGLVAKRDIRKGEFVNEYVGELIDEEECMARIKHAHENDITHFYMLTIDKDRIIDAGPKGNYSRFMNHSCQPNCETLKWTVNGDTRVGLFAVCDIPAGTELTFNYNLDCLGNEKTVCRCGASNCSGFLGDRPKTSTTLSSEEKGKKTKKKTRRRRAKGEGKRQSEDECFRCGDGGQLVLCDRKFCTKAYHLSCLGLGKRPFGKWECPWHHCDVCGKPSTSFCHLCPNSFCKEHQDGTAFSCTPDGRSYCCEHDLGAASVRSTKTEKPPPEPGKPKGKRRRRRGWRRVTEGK
PvdQ acylase = blocks Pseudomonas aeruginosa PvdQ acylase activity | purified PvdQ acylase, fluorescence plate reader | inhibition, % at 10 µM | 340,000 tested, 0.063% active | AID 488965; in the data active means inhibition above about 30%, passing the limit was not always enough;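 further: 0% = vehicle neutral wells and 100% = reference inhibitor wells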
dFosB act = mouse delta FosB homodimer activation | P13346 | purified delta FosB, TAMRA-CDK5 oligo fluorescence polarization; percent of positive-control signal above neutral wells | activation, % at 25 µM | 340,000 tested, 0.99% active | AID 493131;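 active means mean activation above about 17%, with every replicate also reaching it, limit read from the data, passing the limit was not always enough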;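 further: fluorescence polarization rise as delta FosB binds a TAMRA Cdk5 AP-1 oligo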
PfHsp90 set2 = growth inhibition of yeast expressing Plasmodium Hsp90. S. cerevisiae expressing PfHsp90, BacTiter-Glo ATP, 48 h; yeast lacking PDR1 and PDR3 efflux regulators. inhibition, % at 9.4 µM. 310,000 tested, 0.32% active;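 active means every replicate shows inhibition above about 80%, whatever the replicate mean, limit read from the data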;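 further: 0% = DMSO neutral controls and 100% = 20 µM radicicol positive controls; yeast relying on Plasmodium falciparum Hsp90 in place of its own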
SR-BI DiI-HDL act = enhances SR-BI lipid uptake from DiI-HDL; CHO ldlA[mSR-BI] cells, DiI-HDL uptake fluorescence, 3 h; 100 = double the neutral-control signal; activation, % at 12.5 µM; 320,000 tested, 0.096% active; AID 504775;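 active means mean replicate activation of at least 60% and every replicate at or above 60%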;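 further: 0% = median plate neutral-control signal and 100% = twice that signal; values of inactives mirror those of a sister screen read the other way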
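System: LDL receptor-deficient CHO ldlA cells overexpressing murine SR-BI | Timing: 3 h uptake period with compound, 37 °C | Medium: HEPES-buffered (25 mM, pH 7.4) F12 plus 0.5% BSA | Dosing: Single-point compound dose | Signal: Bottom-read fluorescence, 550/595 nm | Read-out: Retained DiI signal reflecting DiI-HDL uptake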
CAL PDZ FP-1 = inhibitors of human CAL PDZ peptide binding. Q9HD26. AID 602252. purified CAL PDZ, TMR-peptide fluorescence polarization, 1 h. inhibition, % at 24.9 µM. 300,000 tested, 0.92% active;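 active means mean inhibition of at least 30% with at least half of replicates also reaching 30%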;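 further: 0% = DMSO neutral control and 100% = excess unlabeled competitor peptide PRC23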
Rtt109 Vps75 = C. albicans Rtt109 histone acetyltransferase inhibition | Q5AAJ8 | 330,000 tested, 0.16% active | purified Rtt109/Vps75, ThioGlo CoA-SH fluorescence, 4 h | inhibition, % at 34.9 µM;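 active means inhibition of at least 50% in every replicate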
CAL PDZ FP-2 = inhibitors of human CAL PDZ peptide binding; purified CAL PDZ, TMR-peptide fluorescence polarization, 1 h; inhibition, % at 20 µM; 330,000 tested, 0.02% active; AID 504414;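 active means highest replicate inhibition of at least 40%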;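 further: plate controls were DMSO neutral control wells for no effect and unlabeled competitor peptide control wells for full effect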
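Test system: purified CerCALP PDZ construct; Compound dosing: one concentration, 20 µM compound; Also added: TMR-labelled reporter peptide T*-PRC34 bound in PDZ groove; Read-out: inhibition from polarization loss; Controls: unlabelled peptide and DMSO controls; Signal: FP readout, S and P plane fluorescence; Incubation: 1 h at RT.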
MITF act = MITF TRPM1 promoter activation in melanoma cells | 300,000 tested, 0.75% active | AID 588334 | activation, % at 12.5 µM | SK-MEL-5 TRPM1-promoter luciferase, 24 h; % of positive control, neutral wells = 0;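 active means mean activation of at least 80% with every replicate also reaching 80%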;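 further: 0% = neutral control wells and 100% = parthenolide positive control wells; values of inactives mirror those of a sister screen read the other way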
SR-BI DiI inh = blocks mouse SR-BI lipid uptake from DiI-HDL; Q61009; ldlA[mSR-BI] CHO cells, DiI-HDL uptake fluorescence, 3 h; inhibition, % at 12.5 µM; 320,000 tested, 0.96% active; AID 488896;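 active means mean replicate inhibition of at least 70% and a set share of replicates each scoring 70 or more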;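 further: 0% = median of neutral control wells and 100% = median of positive control wells; values of inactives mirror those of a sister screen read the other way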
Active calls of the source: *; . = no result given.

Results follow in this order: NSD2 HMT inh | PvdQ acylase | dFosB act | PfHsp90 set2 | SR-BI DiI-HDL act | CAL PDZ FP-1 | Rtt109 Vps75 | CAL PDZ FP-2 | MITF act | SR-BI DiI inh
> Cc1ccc(-c2nc(CS(=O)CC(=O)NC3CCC(C)CC3)c(C)o2)cc1 (configuration not stated)
 : . | 3 | -19 | 10 | -9 | -1 | -13 | -0.5 | . | 9
> Clc1ccc(Oc2nc(N3CCOCC3)nc(N3CCOCC3)n2)c(C2CCCCC2)c1
 : -3 | -9 | -5 | . | 6 | -1 | 2 | -2.0 | -12 | -6
> CCCCC(=O)Nc1ccc(S(=O)(=O)N2CCCCC2c2cccnc2)cc1 (configuration not stated)
 : -2 | -17 | -7 | 5 | -4 | . | 8 | -3.2 | 7 | 4
> COC(=O)c1cccc(NC(=O)COc2cccc([N+](=O)[O-])c2)c1
 : -2 | 5 | 3 | -5 | 12 | -3 | 5 | -2.1 | 15 | -12
> Cc1cc(C)c(C)c(S(=O)(=O)Nc2cccc(S(=O)(=O)Nc3ccccc3C(=O)O)c2)c1C
 : 3 | -1 | -4 | . | 2 | . | 4 | -1.3 | -6 | -3
> Nc1ncnc2c1ncn2CCOc1ccccc1
 : -3 | -3 | 0 | . | -6 | -2 | -28 | -1.5 | . | 6
> COc1ccc(CNC(=O)Cn2nc([N+](=O)[O-])cc2C)cc1
 : 3 | -8 | 2 | -10 | 5 | -5 | -2 | -1.3 | 7 | -5
> COc1cc(/C=C(\C#N)C(=O)NCC2CCCO2)cc(OC)c1OC (configuration not stated)
 : -1 | -5 | -6 | 31 | 21 | -3 | -1 | -0.5 | 0 | -21
> O=C(Nc1ccc(N2CCOCC2)cc1)c1cc(-n2cnnc2)ccc1Cl
 : -2 | -8 | -4 | -10 | -19 | -2 | 3 | -1.9 | -9 | 19
> O=C(O)C1CCCN(S(=O)(=O)c2ccc(Br)cc2)C1 (configuration not stated)
 : 0 | -10 | -3 | . | 13 | . | 0 | -1.7 | -5 | -13
> O=C(CCSc1nnc(-c2ccncc2)o1)Nc1ccccc1Cl
 : -3 | 5 | 1 | 8 | 12 | -5 | -6 | . | 2 | -12
> Cc1cccc(N2CCN(C(=O)CCNS(=O)(=O)c3ccc4c(c3)oc(=O)n4C)CC2C)c1 (configuration not stated)
 : 19 | -11 | -7 | 3 | 17 | . | 4 | -1.2 | 2 | -17
> CN1c2ccccc2Sc2cc(N)ccc21
 : 6 | -2 | -4 | -2 | -46 | . | 9 | 1.3 | 6 | 46
> CCOc1ccccc1NC(=O)COC(=O)Cc1ccsc1
 : -2 | -10 | -1 | . | 4 | 4 | -7 | 0.3 | -4 | -4
> O=C(Nc1cccc([N+](=O)[O-])c1)c1cccc(C(=O)Nc2cccc([N+](=O)[O-])c2)c1
 : -1 | -11 | 34* | -5 | 8 | -5 | 2 | -1.0 | 2 | -8

Part of the list above with just SR-BI DiI-HDL act and Rtt109 Vps75.
compound,SR-BI DiI-HDL act,Rtt109 Vps75
Nc1ncnc2c1ncn2CCOc1ccccc1,-6,-28
COc1ccc(CNC(=O)Cn2nc([N+](=O)[O-])cc2C)cc1,5,-2

dFosB act, hit marks shown above.
structure	NSD2 HMT inh	PvdQ acylase	dFosB act	SR-BI DiI-HDL act	CAL PDZ FP-1	Rtt109 Vps75	CAL PDZ FP-2	MITF act	SR-BI DiI inh
O=C(Nc1cccc([N+](=O)[O-])c1)c1cccc(C(=O)Nc2cccc([N+](=O)[O-])c2)c1	-1	-11	34*	8	-5	2	-1.0	2	-8

Returning to the listing with the five entries that preceded the break.
Results follow in this order: NSD2 HMT inh | PvdQ acylase | dFosB act | PfHsp90 set2 | SR-BI DiI-HDL act | CAL PDZ FP-1 | Rtt109 Vps75 | CAL PDZ FP-2 | MITF act | SR-BI DiI inh
> O=C(CCSc1nnc(-c2ccncc2)o1)Nc1ccccc1Cl
 : -3 | 5 | 1 | 8 | 12 | -5 | -6 | . | 2 | -12
> Cc1cccc(N2CCN(C(=O)CCNS(=O)(=O)c3ccc4c(c3)oc(=O)n4C)CC2C)c1 (configuration not stated)
 : 19 | -11 | -7 | 3 | 17 | . | 4 | -1.2 | 2 | -17
> CN1c2ccccc2Sc2cc(N)ccc21
 : 6 | -2 | -4 | -2 | -46 | . | 9 | 1.3 | 6 | 46
> CCOc1ccccc1NC(=O)COC(=O)Cc1ccsc1
 : -2 | -10 | -1 | . | 4 | 4 | -7 | 0.3 | -4 | -4
> O=C(Nc1cccc([N+](=O)[O-])c1)c1cccc(C(=O)Nc2cccc([N+](=O)[O-])c2)c1
 : -1 | -11 | 34* | -5 | 8 | -5 | 2 | -1.0 | 2 | -8
> CC1(C)CC(=O)C(C=NCCN2CCN(C(=O)NC34CC5CC(CC(C5)C3)C4)CC2)=C(O)C1
 : 1 | -11 | -14 | . | 27 | -3 | 8 | -2.0 | -2 | -27
> COc1ccccc1C(=O)Nc1ccon1
 : -3 | -6 | 3 | -11 | -40 | -6 | -10 | -2.3 | -4 | 40
> O=C(N/N=C/c1cccnc1)c1ccc(O)cc1
 : 1 | 4 | -1 | 7 | -9 | -1 | -13 | -0.3 | 4 | 9
> CC(Sc1ccccc1)C(=O)N/N=C/c1ccccc1 (configuration not stated)
 : -1 | -6 | -5 | -14 | -2 | -5 | 2 | 0.5 | 1 | 2
> COCCNCCCCOc1c(Cl)cc(C)cc1Br
 : 8 | -11 | -2 | 20 | -8 | . | -7 | -0.1 | -6 | 8
> CC1CC(C)CN(CCCNC(=O)c2ccc3c(c2)ncn3C2CCCC2)C1 (configuration not stated)
 : 2 | -16 | -8 | 21 | 12 | -1 | 6 | -2.6 | 23 | -12
> Cc1cc(C)n(CC(=O)NC2CCCCC2)n1
 : -6 | 2 | -5 | . | 0 | -1 | -3 | -2.7 | -10 | 0
> CCOc1ccc(CN(C)C(=O)[C@H](C)NC(=O)c2ccco2)cc1OC
 : . | -10 | 4 | 1 | . | -1 | 0 | -2.8 | -3 | .
> CCOC(=O)C1(Cc2cccc(Cl)c2)CCCN(C(=O)c2c(CC)noc2C)C1 (configuration not stated)
 : -1 | -1 | -9 | -15 | -6 | -3 | 4 | -2.5 | 29 | 6
> Cc1ccc2cccc(O)c2[n+]1[O-]
 : -2 | -2 | -1 | -2 | 20 | 0 | 3 | -1.6 | -12 | -20
> CC(C)(C)c1cc(Cl)ccc1OCCn1ccnc1
 : -1 | 17 | -3 | 7 | 7 | 0 | 6 | 0.6 | . | -7
> CCC1(c2ccccc2)NC(=O)N(CC(=O)NC2CCCCCC2)C1=O (configuration not stated)
 : 48 | -16 | -3 | 2 | 21 | -5 | -9 | -0.7 | -3 | -21
> CCOC(=O)c1ccccc1NS(=O)(=O)c1c(C)nc2sccn2c1=O
 : . | -5 | -14 | -2 | 4 | . | -4 | 0.3 | -7 | -4
> COc1cccc(OC)c1NC(=O)CN1CCC(NC(=O)c2cccc(F)c2)CC1
 : 0 | -20 | -6 | 6 | -2 | -2 | -4 | -0.8 | -1 | 2
> Cn1c(Nc2ccccc2)nc2ccccc21
 : -1 | -9 | -4 | -7 | 1 | 0 | 5 | 0.3 | 23 | -1

Single values from the results shown:
SR-BI DiI inh, Nc1ncnc2c1ncn2CCOc1ccccc1 : 6
CAL PDZ FP-2, COCCNCCCCOc1c(Cl)cc(C)cc1Br : -0.1
CAL PDZ FP-2, COc1ccc(CNC(=O)Cn2nc([N+](=O)[O-])cc2C)cc1 : -1.3
MITF act, COc1cc(/C=C(\C#N)C(=O)NCC2CCCO2)cc(OC)c1OC (configuration not stated) : 0

Continuation.
Results follow in this order: NSD2 HMT inh | PvdQ acylase | dFosB act | PfHsp90 set2 | SR-BI DiI-HDL act | CAL PDZ FP-1 | Rtt109 Vps75 | CAL PDZ FP-2 | MITF act | SR-BI DiI inh
> O=C(N/N=C/c1cc2c(c([N+](=O)[O-])c1)OCO2)c1ccncc1
 : 0 | -6 | -4 | -2 | -5 | -3 | 1 | 0.6 | . | 5
> CCOC(=O)CSc1nnc(CNC(=O)c2cccc(C)c2)n1C
 : 0 | -16 | 0 | -4 | 38 | 76* | -4 | 4.0 | -6 | -38
> Cn1c(N)c(C(=O)CSc2nnc(C3CC3)n2-c2ccccc2)c(=O)[nH]c1=O
 : 1 | -8 | -9 | 0 | 0 | 1 | -2 | 0.3 | -4 | 0
> O=C(CN1CCCCC1)NC(=O)NC1CCCCC1
 : -3 | 1 | 2 | . | 6 | . | 27 | 0.8 | 36 | -6
> CCN(CC(=O)Nc1c(F)cccc1F)C(=O)CCSc1ccc(F)cc1
 : 0 | -13 | 0 | -2 | 6 | 3 | -3 | -1.1 | -5 | -6
> CCN(C(=O)CSc1nnc(C(C)N(C)C)n1-c1ccc(F)cc1)C1CCS(=O)(=O)C1 (configuration not stated)
 : 24 | -4 | -4 | 20 | 2 | -3 | -1 | 0.2 | -8 | -2
> CCOc1cc(C(=O)CCC(=O)OCC(=O)NC(=O)NCC(C)C)ccc1O
 : -2 | -7 | -7 | -11 | 8 | 3 | -2 | -0.6 | 4 | -8
> CCC1(c2ccccc2)NC(=O)N(CC(=O)Nc2ccc(Cl)c(S(=O)(=O)N3CCCCC3)c2)C1=O (configuration not stated)
 : -1 | -7 | -10 | 3 | -7 | -5 | -3 | -1.9 | -2 | 7
> CCOC(=O)c1ccc(Nc2nc(C(=O)OCC)nc3ccccc23)cc1
 : 6 | 0 | -91 | -7 | -46 | 1 | -3 | -9.2 | 0 | 46
> Cc1ccccc1OCCOC(=O)c1ccc(S(=O)(=O)N2CCCC2)cc1
 : 0 | 10 | -13 | -14 | 11 | 0 | 5 | -0.8 | 9 | -11
> CC(C)CNC(=O)C1Nc2ccc(OC(F)(F)F)cc2C2C=CCC12 (configuration not stated)
 : . | -1 | -5 | 4 | 14 | -5 | 8 | 1.5 | -5 | -14
> COc1c(S(=O)(=O)N2CCN(C(=O)c3ccco3)CC2)ccc(Cl)c1Cl
 : -1 | -10 | -9 | -16 | 6 | -3 | 14 | -1.1 | . | -6
> Cc1ccc(S(=O)(=O)N(CC2CO2)c2cccc([N+](=O)[O-])c2)cc1 (configuration not stated)
 : 1 | -10 | -1 | 1 | 9 | . | -2 | -1.4 | -3 | -9
> Cc1cc(NS(=O)(=O)c2ccc(NC(=S)NC(=O)c3ccc(C(C)(C)C)cc3)cc2)no1
 : 33 | -13 | -6 | -16 | 17 | -4 | 23 | -2.5 | 5 | -17
> COc1cccc(/C=C/c2ccc3ccccc3n2)c1OC(C)=O
 : -5 | 3 | -30 | -15 | -48 | -1 | 1 | . | -41 | 48
> O=S(=O)(c1ccccc1)N1CCC(=NO)CC1
 : -1 | -15 | 4 | -1 | 21 | 3 | . | -0.2 | -12 | -21
> COc1ccnc(Oc2ccccc2)c1-c1ncn[nH]1
 : 2 | 13 | -7 | -29 | 21 | -2 | -5 | . | 9 | -21
> Cc1ccc(S(=O)(=O)N2CCCC(C(=O)N3CCN(c4ccccc4)CC3)C2)cc1 (configuration not stated)
 : 7 | -9 | -3 | 4 | 4 | 1 | 7 | -0.8 | -11 | -4

High-throughput results from PubChem BioAssay.
